# Compound activity: PubChem, several laboratories
# AHR act = human AHR activation; AHR-responsive luciferase reporter cells, luminescence; activation, % at 5 µM; 2.5% of 320,000 active; AID 2796; in the data active = activation above about 47%;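 note: 0% = vehicle wells and 100% = reference agonist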
# MEP2-GFP yeast = alters MEP2-GFP fluorescence in TOR pathway yeast screen; S. cerevisiae MEP2-GFP strain, flow cytometry GFP, 3 h; 100% = DMSO control level; GFP response vs DMSO, % at 10 µM; 0.51% of 330,000 active; AID 2016;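 active = GFP response versus DMSO above a set limit, roughly screen mean plus 3 SD, cut at about 180% in these data; inconclusive = fewer than 70 cells counted for a yeast strain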;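 note: median GFP fluorescence of the barcode-gated MEP2-GFP cells per well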
# procasp7 counter = counter-screen: procaspase-7 (human) activation. recombinant procaspase-7, Ac-DEVD-pNA absorbance 405 nm; D23A/D198A/D206A triple mutant, cannot self-cleave; scale: DMSO 0, 5 µM enzyme 100. activation, % at 8.5 µM. 0.093% of 330,000 active. AID 463210;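 active = percent activation above the screen-wide mean plus 3 SD, cut at about 25% in these data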
# Target sequence (P55210 whole entry D23A/D198A/D206A): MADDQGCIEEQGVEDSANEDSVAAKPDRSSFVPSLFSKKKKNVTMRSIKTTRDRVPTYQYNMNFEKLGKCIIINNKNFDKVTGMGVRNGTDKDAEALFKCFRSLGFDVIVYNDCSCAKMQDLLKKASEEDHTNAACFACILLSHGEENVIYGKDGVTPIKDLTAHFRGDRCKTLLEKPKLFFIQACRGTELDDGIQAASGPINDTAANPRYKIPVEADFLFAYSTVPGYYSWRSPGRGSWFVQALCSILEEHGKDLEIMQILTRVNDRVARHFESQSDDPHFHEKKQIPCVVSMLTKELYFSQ
#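 Detection: p-Nitroaniline absorbance at 405 nm, read at 0 and 120 min; system: Uncleavable procaspase-7 mutant enzyme; evaluation: % activation from two-timepoint absorbance difference, scaled to controls; times: 1 h enzyme–compound preincubation and 2 h substrate reaction, both 25 °C; buffer or medium: Zinc-free HEPES pH 7.4 with 300 mM NaCl, 0.01% Triton X-100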
# Yeast superoxide = lowers age-related superoxide in aged yeast cells. 0.18% of 330,000 active. S. cerevisiae aged cells, superoxide DHE fluorescence; active compounds read low. AID 2690. superoxide response (% of plate mean), % at 10 µM;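 active = superoxide response under a set limit, about three screen SD below normal, cut at about 65% in these data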;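 note: yeast aged for seven days with compound at 30 °C before DHE staining; 100% = average MFI of all compound-treated wells on the plate with controls excluded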
# GASC-1 inh = inhibitors of human GASC-1 (JMJD2C) demethylase | Q9H3R0 | GST-JMJD2C(1-420) H3K9me3 demethylation, DELFIA europium | inhibition, % at 2.35 µM | 0.069% of 330,000 active | AID 2099;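 active = more than half of a compound's replicate wells show inhibition beyond 50%, single wells judged on their own value; inconclusive = some, but no more than half, of replicates pass 50% inhibition; inactive = no replicate passes 50% inhibition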;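 note: signal counts dimethyl H3K9 product captured on neutravidin plate; 0% = median of DMSO wells and 100% = 0.3 times that DMSO median; strong numbers were not always called active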
# Target sequence (Q9H3R0 1-420 limits assumed): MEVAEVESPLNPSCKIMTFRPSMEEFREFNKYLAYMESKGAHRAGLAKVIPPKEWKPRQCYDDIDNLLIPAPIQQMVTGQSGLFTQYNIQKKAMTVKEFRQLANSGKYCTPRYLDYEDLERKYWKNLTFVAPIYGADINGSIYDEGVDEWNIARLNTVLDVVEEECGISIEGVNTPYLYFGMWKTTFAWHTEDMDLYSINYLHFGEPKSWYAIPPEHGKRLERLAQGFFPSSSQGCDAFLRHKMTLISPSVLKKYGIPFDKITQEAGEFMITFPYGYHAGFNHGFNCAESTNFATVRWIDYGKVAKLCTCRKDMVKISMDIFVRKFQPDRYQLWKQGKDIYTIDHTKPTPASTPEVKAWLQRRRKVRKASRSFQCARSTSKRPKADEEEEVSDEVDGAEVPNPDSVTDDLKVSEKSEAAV
# RPL19A TOR yeast = yeast TOR pathway RPL19A-GFP modulation; S. cerevisiae RPL19A-GFP strain, flow cytometry, 3 h; active compounds read low; percent response vs DMSO, % at 10 µM; 0.3% of 330,000 active; AID 2025;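 active = percent response vs DMSO below 50%; inconclusive = fewer than 70 events counted for the yeast strain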;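 note: median channel GFP fluorescence of the barcoded RPL19A-GFP strain; ratio of sample median GFP to plate DMSO average so 100% = DMSO; lower means less RPL19A-GFP as with rapamycin TOR inhibition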
# LAP4 TOR yeast = alters LAP4-GFP fluorescence in TOR pathway yeast screen. S. cerevisiae LAP4-GFP multiplex, flow cytometry GFP, 3 h; median GFP as percent of DMSO wells. 0.34% of 320,000 active. GFP response vs DMSO, % at 10 µM;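 active = GFP response vs DMSO above a set limit, about the screen mean plus 3 SD, cut at about 150% in these data; inconclusive = under 70 cell events counted for the yeast strain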
# procasp3 activ = activates human procaspase-3 | AID 463141 | 0.11% of 330,000 active | activation, % at 8.5 µM | recombinant procaspase-3 D3A, Ac-DEVD-pNA absorbance 405 nm | P42574;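 active = activation above the mean of all tested compounds plus 3 SD, cut at about 21% in these data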;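 note: 0% = DMSO alone and 100% = DMSO wells spiked with extra 5 µM PC-3 D3A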
# Target sequence (P42574 whole entry D9A/D28A/D175A): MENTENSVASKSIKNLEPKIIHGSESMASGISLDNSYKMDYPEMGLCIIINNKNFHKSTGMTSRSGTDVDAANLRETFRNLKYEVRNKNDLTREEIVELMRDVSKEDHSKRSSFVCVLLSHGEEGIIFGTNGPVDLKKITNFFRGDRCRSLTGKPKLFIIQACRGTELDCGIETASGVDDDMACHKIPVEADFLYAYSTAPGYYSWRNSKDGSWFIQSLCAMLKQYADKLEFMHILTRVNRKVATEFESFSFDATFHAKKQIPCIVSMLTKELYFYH
#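 Test system: Procaspase-3 D3A mutant, all three cleavage aspartates alanine | Dosing: Single dose, 8.5 µM nominal compound, 0.8% DMSO | Schedule: 1 h preincubation, 2 h reaction | Technique: 405 nm absorbance of p-nitroaniline, reads at 0 and 120 min | Repeats: One well per compound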
# The depositor's hits bear a star; i = inactive; ? = inconclusive; / = not tested or not shown; [ ] = dose if it differs, or a comment.
canonical_smiles	AHR act	MEP2-GFP yeast	procasp7 counter	Yeast superoxide	GASC-1 inh	RPL19A TOR yeast	LAP4 TOR yeast	procasp3 activ
COc1cc(C)c(CN2CCCCC2CO)cc1C (stereo not drawn)	-2	99	3	83	0	90	99	5
COc1ccc(C(CC(=O)NCc2ccco2)c2ccc(F)cc2)cc1 (stereo not drawn)	2	93	3	73	-1	92	90	-4
Cc1ccc(S(=O)(=O)N2CCN(C(=O)CSc3nc4ccccc4o3)C2)cc1	9	97	-1	89	5	100	94	5
COCCNC(=O)Nc1ccc2c(c1)N(C)C(=O)c1ccccc1S2	6	107	-1	99	-2	95	101	-1
Nc1ccc(-c2ncc(-c3ccccc3)o2)cc1	-9	103	0	101	/	106	107	11
CC(C)C1Cc2ccccc2-c2[nH]c(=S)[nH]c(=O)c21 (stereo not drawn)	-1	102	-8	105	-4	92	111	-2
CC(=O)N1c2ccc(S(=O)(=O)N3CCC(C(=O)N4CCN(c5cc(Cl)ccc5C)CC4)CC3)cc2CC1C (stereo not drawn)	1	109	4	104	-3	104	100	4
O=C(c1cn(-c2ccccc2)nc1-c1cccc([N+](=O)[O-])c1)N1CCCCC1	-3	100	-3	96	12	94	101	0
CCOC(=O)COc1ccc2nsnc2c1	4	105	11	77	2	106	99	-1
Cc1ccc(C)c(-n2c(CNc3ccc(F)cc3)nnc2SCC(N)=O)c1	4	99	3	109	-2	98	98	-6
COc1ccc(S(=O)(=O)N2CCCCC2)cc1NC(=O)c1cnc(C)cn1	1	98	1	96	-1	100	96	6
COc1ccc(NC(=O)NS(=O)(=O)c2ccc(C)cc2)c(OC)c1	1	94	-18	88	-48	98	94	-7
COc1ccccc1NC(=O)C/C(C)=N/NC(=O)C12CC3CC(CC(C3)C1)C2	6	100	9	94	1	102	101	1
Cc1cc(Cl)ccc1N=C1N=C(N)c2ccccc21	6	101	0	95	3	103	102	11
CC#CC[N+](C)(C)CCCCCCCCCC	-2	95	-1	106	0	99	103	1
CCOc1ccc(NC(=O)CN2C(=O)C(C)SC(C)C2=O)cc1 (stereo not drawn)	1	95	9	106	-1	95	95	2
COc1ccc(OCC(O)CNS(=O)(=O)c2ccc(C)cc2)cc1 (stereo not drawn)	2	95	4	77	1	99	112	5
CC(C)(O)C#Cc1ccc(C(=O)N2CCC(C(N)=O)(N3CCCCC3)CC2)cc1	15	89	-10	107	-6	97	88	1
O=C(CN1CCOCC1)Nc1ccc(OCc2ccccc2)cc1	2	99	-2	99	-1	103	106	-2
COC(=O)Cc1ccc(OC(=O)CCS(=O)(=O)c2ccc(C)cc2)cc1	0	98	2	92	-5	93	105	-8
CCN(CC)C(=O)Cn1cc(S(=O)(=O)CC(=O)N2CCOCC2)c2ccccc21	-2	92	-1	103	-9	91	73	-1
CC1CCCCN1c1ccc(N)cc1C(N)=O (stereo not drawn)	5	105	-9	99	-8	111	94	5
O=C(Nc1ccccc1-c1ccccc1)c1cc(C(F)(F)F)cc(C(F)(F)F)c1	-3	125	8	103	1	105	105	-7
O=C(O)C1CCCN1C(=O)c1cccs1 (stereo not drawn)	1	97	-3	108	3	94	100	-5
CCOC(=O)c1[nH]c(C)c(C(=O)OCC(=O)NC(=O)NC(C)(C)C)c1C	0	106	-1	92	-2	100	96	4
COc1ccc(NC(=O)c2c([N+](=O)[O-])c(C(C)(C)C)nn2C)cc1	0	99	2	112	8	94	100	2
COc1ccc(C(C)=O)cc1COc1nc(C)nc2ccccc12	0	95	10	88	23	99	90	-2
Cc1nn(-c2ccccc2)c(C)c1C(=O)OC(C)C(=O)NC1CCCCC1 (stereo not drawn)	0	115	5	120	-5	106	127	3
CC1CCN(S(=O)(=O)c2ccc(C(=O)N3CCCC3C(=O)O)cc2)CC1 (stereo not drawn)	-2	103	3	81	1	102	96	10
Cc1nc(NC(=O)CSC2=NCCS2)sc1C(=O)N(C)C	-1	100	6	94	-1	97	101	-3

# Three compounds out of the list above, arranged by their value in RPL19A TOR yeast, highest first.
SMILES | AHR act | MEP2-GFP yeast | GASC-1 inh | RPL19A TOR yeast | LAP4 TOR yeast | procasp3 activ
CC1CCN(S(=O)(=O)c2ccc(C(=O)N3CCCC3C(=O)O)cc2)CC1 (stereo not drawn) | -2 | 103 | 1 | 102 | 96 | 10
CC(C)(O)C#Cc1ccc(C(=O)N2CCC(C(N)=O)(N3CCCCC3)CC2)cc1 | 15 | 89 | -6 | 97 | 88 | 1
CCOc1ccc(NC(=O)CN2C(=O)C(C)SC(C)C2=O)cc1 (stereo not drawn) | 1 | 95 | -1 | 95 | 95 | 2

# The list goes on:
canonical_smiles	AHR act	MEP2-GFP yeast	procasp7 counter	Yeast superoxide	GASC-1 inh	RPL19A TOR yeast	LAP4 TOR yeast	procasp3 activ
CCCn1c(SCC(=O)NCCc2ccc(OC)c(OC)c2)nc2c1c(=O)n(C)c(=O)n2C	-2	104	-10	101	i	100	100	6
COc1ccc(OC(=O)N2CCOCC2)cc1	1	95	12	99	8	100	98	-5
COc1ccc(CCNc2oc(-c3ccccc3OC)nc2C#N)cc1OC	25	108	1	111	11	102	106	-4
c1ccc2c(COn3nnc4ccccc43)cccc2c1	-1	?	-5	97	-2	94	?	0
Cc1cc(C)n2nc(SCCC(=O)NCc3ccccc3)nc2n1	0	100	-11	105	-8	102	104	2
Cc1cc(C(=O)Nc2cnc3ccccc3c2)ccc1[N+](=O)[O-]	5	114	-5	88	6	98	92	7
Cc1ccc(CNC(=O)CNS(=O)(=O)c2ccc3c(c2)C(C)(C)C(=O)N3C)cc1	0	95	5	87	3	98	99	-6
O=C(Nc1ncc2c(n1)-c1ccccc1OC2)c1ccc(Cl)cc1Cl	4	98	11	110	13	98	97	-3
O=C(c1cccs1)N1CCN(Cc2nc3ccccc3c(=O)[nH]2)CC1	14	102	-8	93	-1	102	99	-10
Cc1ccc(S(=O)(=O)N/N=C\c2cn(CC(N)=O)c3ccccc23)cc1C	11	99	-2	107	-8	109	83	10
Cc1ccc(OCC(=O)OC2CCS(=O)(=O)C2)cc1 (stereo not drawn)	1	97	10	102	17	95	97	-1
O=C(NCC1CCCO1)c1coc2nc3ccccc3nc12 (stereo not drawn)	16	106	-4	99	14	97	96	-7
O=C1c2ccccc2C(=O)N1Nc1ccc([N+](=O)[O-])cc1[N+](=O)[O-]	7	112	-2	101	-1	105	96	-1
COc1ccccc1NS(=O)(=O)c1ccc(C)c(C(=O)NC2=NCCS2)c1	43	97	5	110	/	95	94	8
Cc1ccc(S(=O)(=O)N2CCCCC2)cc1NC(=O)C1CC(=O)N(Cc2ccccc2)C1 (stereo not drawn)	0	103	4	107	5	100	94	1
Cc1ccc(S(=O)(=O)NCc2ccccc2)cc1C(=O)NCC(C)(C)N1CCOCC1	-1	100	7	117	4	93	110	4
CC(=O)Nc1sc(N/N=C\c2ccccc2)nc1-c1cccs1	26	101	-10	124	3	100	116	-3
Cc1cc(NC(=O)CSc2ccc(F)cc2)no1	3	91	11	105	8	95	107	-7
Cc1csc(=O)n1CC(=O)OCC(=O)c1ccc(Br)cc1	-2	102	0	89	3	98	101	3
Cc1cc(C)c(NC(=O)COC(=O)C2CCCO2)c(C)c1 (stereo not drawn)	0	116	4	105	-2	110	126	3
CNNC(=S)Nc1cccc(C(F)(F)F)c1	1	102	-6	90	-16	99	111	2
CCC(=O)c1ccc(-c2ccccc2)cc1	4	103	3	104	3	101	102	8
CCOC(=O)N1CCN(C(=O)c2ccc(OC)cc2)CC1	0	101	0	102	-31	99	96	17
COc1ccc(Cc2nc(-c3ccncc3)no2)cc1	7	108	3	90	-3	98	101	-1
CCOC(=O)C1CCN(C(=O)CCc2c(C)nc3c(-c4ccc(F)cc4)c(C)nn3c2C)CC1	-2	92	0	97	-8	102	94	6
Cc1c(NC(=O)c2ccc(-c3cccc([N+](=O)[O-])c3)o2)c(=O)n(-c2ccccc2)n1C	4	98	-1	96	8	98	97	-4
Cc1ccc(C(=O)Nc2cc(Cl)ccc2OC(=O)c2ccc(C)cc2)cc1	53*	97	9	99	5	96	101	0
C/C=C\C(=O)Nc1cccc(C2=NOC3(C2)C[C@H](C(N)=O)N(C(=O)Cc2ccc([N+](=O)[O-])cc2)C3)c1 (stereo partly drawn)	3	99	-14	100	3	100	94	0
O=C(N1CCOCC1)N(Cc1ccco1)CC1CCCO1 (stereo not drawn)	1	108	12	100	4	99	115	-5
COc1cccc(-c2nn(-c3ccccc3)cc2/C=C(\C#N)C(=O)NCCCn2ccnc2)c1	5	103	1	93	0	100	99	-1
CN(NC(=O)c1ccc(Cl)cc1)c1nc(-c2ccccc2)nnc1C(F)(F)F	1	101	-8	102	9	/	99	-1
N#C/C(=C\c1c[nH]c2ccc(Br)cc12)c1ccccn1	44	94	8	90	/	98	103	4
Cc1cccc(SCC(=O)Nc2ccccc2[N+](=O)[O-])c1	-3	98	-2	106	13	99	109	0
Cc1ccc(NC(=S)/N=C(\N)Nc2nc(C)c3ccccc3n2)cc1C	48*	119	7	101	-1	98	116	4
CSCCC(NC(=O)c1ccccc1Cl)C(=O)N1CCN(C(C)=O)CC1 (stereo not drawn)	-2	104	7	107	0	106	105	7
CCCCC(=O)O[C@H]1CC[C@H]2[C@@H]3CCc4cc(O)ccc4[C@H]3CC[C@]12C	-4	105	-5	125	-6	104	125	2
COc1cc(C)c(N(C(C)=O)c2ccccc2)c(C)c1	-4	101	13	92	-12	102	97	6
NC(=O)COC(=O)c1cc([N+](=O)[O-])ccc1NCCO	0	101	-2	90	9	99	89	1
CCC(NC(=S)NCc1ccc(F)cc1)c1ccc(C(C)C)cc1 (stereo not drawn)	2	97	3	96	4	100	96	-5
O=c1oc2c(CN3CCOCC3)c(O)ccc2c2c1CCC2	1	101	3	110	/	99	96	2
CN(CC(=O)OCC(=O)Nc1ccccc1)S(=O)(=O)c1ccc(Cl)cc1	0	111	-8	96	-2	106	105	6
CC(C)CN(CC(C)C)C1=N/C(=C\c2ccco2)C(=O)N1c1ccccc1	4	102	7	90	101	94	95	-3
CN(C(=O)c1ccc(N2CCCCC2)c([N+](=O)[O-])c1)C1(C)CCS(=O)(=O)C1 (stereo not drawn)	-1	101[may fluoresce green]	-1	95	-3	101[may fluoresce green]	95[may fluoresce green]	-3
COc1cc(C(=O)NCCCCc2ccccc2)cc(OC)c1OC	5	91	6	95	-5	100	92	-3
CC1CN(C(=O)CCNC(=O)c2ccccc2Cl)CC(C)O1 (stereo not drawn)	0	107	-5	85	4	105	95	-4
CCOc1ccc(OCCC(=O)OCC(=O)NCCc2ccc(S(N)(=O)=O)cc2)cc1	-1	99	4	73	-5	105	106	-1
COc1cc(C2C(C#N)=C(N)N(c3sc4c(c3C#N)CCCC4)C3=C2C(=O)CC(C)(C)C3)cc(OC)c1OC (stereo not drawn)	0	98	7	101	-8	103	98	-9
O=C(CSc1nnc(-c2cccnc2)n1Cc1ccco1)c1ccc(Cl)c(Cl)c1	8	100	-25	120	-1	106	112	-1
